AT treatment – qHTS Assay for Identifying a Potential Treatment of Ataxia-Telangiectasia; […] A-T fibroblasts, KAP-1 phosphorylation AlphaLISA; neocarzinostatin DNA damage 30 min before lysis; Potency, µM (titrated, usually from 57.5 µM), for inactives: top-dose activation, usual class: activators; 320,000 tested, 0.19% active; AID 485349, 2010; also: potency is read from the fitted curve at half-maximal effect; % of control where 0% means no effect; nearly all actives have a fitted effect of over 45% in size
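hTERT-immortalized A-T patient fibroblasts ([…]), 500 cells/well in OPTI-MEM, 1% FBS, got compounds for 60 min, then NCS for 30 min at 37C. Lysates were then assayed for phospho-KAP-1 by AlphaLISA (anti-pKAP1 donor, anti-KAP1 acceptor beads), 6 hr at 25C.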
Coupling enz – qHTS Assay for Inhibitors of Fructose-1,6-bisphosphate Aldolase from Giardia Lamblia: Coupling assay counterscreen. coupling enzyme system counterscreen, AmpLite Red fluorescence. activity change, negative = inhibition, % at 58.2 µM, hits read low. 290,000 tested, 0.67% active. AID 2472, 2010; in the data active = activity change below about -30%; also: % is scaled to controls: 0 for no effect and ±100 for the full control effect
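Final compound at 57.5 uM, incubated 10 min at RT with coupling enzyme reagent (glyceraldehyde-3-phosphate), then 20 min with substrate and AmpLite Red detection. Fluorescence read at 525/598 nm; tests interference with the coupling assay, not aldolase inhibition.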
BCR signal inh – qHTS Assay to Find Inhibitors of Chronic Active B-Cell Receptor Signaling | ABC-DLBCL IkBa-CBG/CBR reporter, luminescence ratio, 4 h | Potency, µM (series often up to 46.1 µM), inactives show at the top dose ratio change, negative = lower green/red ratio, hits mostly inhibitors | 340,000 tested, 0.05% active | AID 493014, 2011; active = well fitted inhibition curve with a large enough effect in the signal ratio, with a control signal flat, not every such curve was filed as active; inconclusive = small, poorly fitted or top-dose-only effect, or effect the other way, or a change in a side signal; the % refers to the signal ratio;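 also: potency is read from the fitted curve at half-maximal effect; plate controls were basal doxycycline-induced cells for no effect and cells given 10 µM MG132 for full effect; MG132 reads +100%, hits lower the ratio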
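Concentration-response series (up to 46 uM) were applied to TMD8 dual-reporter cells for 4 h at 37C with doxycycline. Green/red ratio, after filter-overlap correction, defined %Activity; red signal alone was normalised to basal cells and zero luminescence.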
GALK inh – qHTS Assay for Inhibitors of Human Galactokinase (GALK) | Potency, µM (top dose mostly 57.5 µM), for inactives: at the top dose activity change, negative = inhibition, hits mostly inhibitors | Purified GALK, Kinase-Glo residual ATP luminescence | P51570 | 270,000 tested, 0.007% active; also: potency is read from the fitted curve at half-maximal effect; % is scaled to controls: 0 for no effect and ±100 for the full control effect
Target sequence (P51570 whole entry, looked up): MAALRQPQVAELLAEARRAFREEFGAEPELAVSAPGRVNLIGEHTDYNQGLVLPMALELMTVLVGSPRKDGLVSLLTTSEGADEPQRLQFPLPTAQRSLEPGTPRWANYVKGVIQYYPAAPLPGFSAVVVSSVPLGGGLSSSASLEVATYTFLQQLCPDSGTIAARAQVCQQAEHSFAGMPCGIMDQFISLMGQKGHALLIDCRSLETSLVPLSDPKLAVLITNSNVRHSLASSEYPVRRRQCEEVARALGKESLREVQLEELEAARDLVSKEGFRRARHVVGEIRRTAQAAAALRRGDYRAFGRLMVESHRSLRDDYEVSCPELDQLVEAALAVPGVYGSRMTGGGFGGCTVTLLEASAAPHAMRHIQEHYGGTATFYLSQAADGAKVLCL
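ATP-depletion format; final 35 uM ATP, 100 uM D-galactose, 5 nM enzyme; pH 8.0 HEPES/Mg2+ buffer; 60 min RT; luminescence read 10 min after detection reagent.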
hERG WT inh – qHTS for Inhibitors of KCHN2 3.1: Wildtype qHTS; 340,000 tested, 0.37% active; Voltage-gated inwardly rectifying potassium channel KCNH2 (Homo sapiens), Q12809; activity change, % at 1.84 µM; U2OS, BacMam KCNH2, thallium flux FluxOr; hits give low values;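 active = maximum activity change below -70%; inconclusive = maximum activity change between -70% and -50%; inactive = maximum activity change above -50%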; also: % is scaled to controls: 0 for no effect and ±100 for the full control effect
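U2OS cells were transduced with wild-type KCNH2 virus (2.03 x 10^8 / mL) for 4 h at room temperature, then cultured overnight at 37 C. Thallium flux was read with FluxOr dye. Rate constants were normalized to DMSO controls.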
Tb PFK block – qHTS Assay to Find Inhibitors of T. brucei phosphofructokinase; ATP-dependent 6-phosphofructokinase (Trypanosoma brucei brucei), O15648; T. brucei PFK, ADP-Glo luminescence; Potency, µM (highest dose often 57.5 µM), for inactives: top-dose activity, negative = inhibition, most hits filed as inhibitors; 330,000 tested, 0.17% active;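 also: potency is read from the fitted curve at half-maximal effect; 0% = uninhibited 1x PFK enzyme wells and -100% = no-enzyme wells; nearly all actives have a fitted effect of over 60% in size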
Target sequence (O15648 whole entry, looked up): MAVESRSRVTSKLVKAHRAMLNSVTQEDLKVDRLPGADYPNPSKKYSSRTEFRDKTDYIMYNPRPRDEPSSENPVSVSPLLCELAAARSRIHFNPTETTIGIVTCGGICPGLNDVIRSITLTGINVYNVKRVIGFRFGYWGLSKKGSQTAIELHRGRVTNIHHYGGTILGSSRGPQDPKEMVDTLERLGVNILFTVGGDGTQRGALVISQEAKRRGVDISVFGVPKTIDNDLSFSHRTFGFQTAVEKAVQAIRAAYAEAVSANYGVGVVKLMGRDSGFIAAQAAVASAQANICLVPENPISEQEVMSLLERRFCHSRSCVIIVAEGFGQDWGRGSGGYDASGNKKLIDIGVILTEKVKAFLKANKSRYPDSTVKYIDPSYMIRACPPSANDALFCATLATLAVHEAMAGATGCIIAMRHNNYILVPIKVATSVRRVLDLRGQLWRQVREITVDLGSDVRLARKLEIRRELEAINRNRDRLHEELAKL
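PFK 1.25 nM, F6P 0.5 mM, ATP 0.1 mM, 0.1 M TEA pH 8.0, 5 mM MgCl2, 0.01% Tween20, 0.1% BSA; 45 min RT. ADP-Glo readout. qHTS titration up to 57 uM; curves fitted, compounds curve-classed.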
TSHR antag – Antagonists of the Thyroid Stimulating Hormone Receptor: HTS campaign; TSHR-expressing cells, TSH-stimulated cAMP HTRF, 2 h; hits give low values; activity change, negative = inhibition, % at 11.5 µM; 330,000 tested, 0.2% active;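 active = activity change below a set negative limit, meaning inhibition stronger than a set level, cut at about -70% in these data; inconclusive = activity change between two set negative limits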; also: % is scaled to controls: 0 for no effect and ±100 for the full control effect
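Inhibition of cAMP made by TSHR-expressing cells under TSH stimulation (4nM final, EC80; 2 h, 37 deg C) is quantified with a one-step lysis HTRF kit, anti-cAMP cryptate versus cAMP-d2.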
Giardia killer – Small Molecules that selectively kill Giardia lamblia: qHTS; Giardia lamblia trophozoite viability; activity change, % at 7.66 µM, hits read low; 340,000 tested, 0.15% active; in the data active = activity change below about -80%; inconclusive = between about -30% and that limit;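 also: parasites exposed to compound for two days anaerobically before the ATP read; % is scaled to controls: 0 for no effect and ±100 for the full control effect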
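Trophozoites 100 cells/well + cpd; 48 hrs, 37 deg C, anaerobic. ATPLite 1-Step added, 15-30 min RT, luminescence read (ATP-based viability).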
MLL CXXC-DNA inh – qHTS Fluorescence Polarization Assay for Inhibitors of MLL CXXC domain - DNA interaction. 290,000 tested, 0.037% active. Histone-lysine N-methyltransferase 2A (Homo sapiens), Q03164. Potency, µM (titrated, usually from 115 µM), for inactives: at the top dose activity change, negative = inhibition, usual class: inhibitors. MLL-CXXC / FITC-HOXA9 DNA fluorescence polarization; active = well fitted inhibition curve with a large enough effect in the polarisation, with a control signal flat, not every such curve was filed as active; inconclusive = small, poorly fitted or top-dose-only effect, or effect the other way, or a change in a side signal; inactive = no such curve, though single readings can be large or run the other way; the % refers to the polarisation; also: potency is read from the fitted curve at half-maximal effect
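Steps: dispense CXXC domain solution (7 uM) → pin compounds or unlabeled HOX-A9 DNA control → 5 min ambient → add FLSN-HOX-A9 solution (50 nM) → spin → 30 min ambient → fluorescence polarization. Tris pH 7.5/NaCl/DTT/BSA buffer.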
TCR act – Activators of T cell receptors: qHTS campaign; primary human leukocytes, anti-CD3, IL-2 HTRF, 48 h; 330,000 tested, under 10 active; AID 504894, 2011; Potency, µM (doses to about 9.22 µM), for inactives: at the highest dose activation of IL-2 secretion, usual class: activators; also: % of control where 0% means no effect
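1) Mix primary human leukocytes, a-CD3 beads and compound. 2) Incubate 48 hr. 3) Add HTRF IL-2 reagents (a-IL-2-K, a-IL-2-d2).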
Starred values were filed as active, the others as inactive; ? = inconclusive; . = no result given; [ ] = remark or other dose. Unless noted, calls follow the shape of the dose curve; as a rule, active = well fitted curve in the direction sought with a large enough effect; inconclusive = small, poorly fitted or top-dose-only effect, or another doubt; inactive = no such curve, though single readings can be large; an effect the other way counts as inactive or inconclusive.

SMILES	AT treatment	Coupling enz	BCR signal inh	GALK inh	hERG WT inh	Tb PFK block	TSHR antag	Giardia killer	MLL CXXC-DNA inh	TCR act
COc1cccc(NC(=O)/C=C/c2ccc(S(=O)(=O)N3CCOCC3)cc2)c1	15.5%	.	?	.	-1.7	-0.4%	-22.2	11.4	.	0.6%
Cc1ccccc1NC(=O)C1CCCN(C(=O)NCc2ccccc2)C1 (stereo not drawn)	-3.7%	4.4	-8.7%	-1.3%	1.3	-0.4%	15.5	-11.5	2.3%	-3.6%
CCOC(=O)C1CC2CC(C1)CN(C(=O)C1CCCCC1)C2 (stereo not drawn)	6.0%	5.0	1.4%	-0.6%	-9.9	1.1%	7.9	-15.1	0.7%	-3.1%
Cc1ccc(Oc2ccc(NC(=O)CSc3n[nH]c(N)n3)cc2)cc1	7.7%	0.8	-0.2%	1.5%	-12.7	0.3%	-0.5	1.4	2.9%	-1.2%[46.1 µM]
Cn1c(=O)c2c(ncn2CC(=O)OCC(=O)Nc2ccc(F)cc2Cl)n(C)c1=O	3.2%	.	?	.	-5.7	0.0%	-22.8	22.8	.	4.5%
COc1ccc(-c2cc(C(=O)NCc3ccc(Cl)cc3)no2)cc1OC	0.4%	-0.5	-4.0%	-2.8%	1.6	-7.7%	3.0	0.3	8.3%	.
CCOC(=O)c1ccc(-c2ccc(/C=N/NC(=O)CN(c3ccccc3Br)S(C)(=O)=O)o2)cc1	3.2%	-4.5	0.0%	.	-1.9	-4.5%	3.8	13.0	28.1%	-4.1%[46.1 µM]
CC(Oc1ccc2c(-c3ccccc3)cc(=O)oc2c1)C(=O)N1CCOCC1 (stereo not drawn)	-3.7%	.	?	.	8.3	3.4%	-7.5	21.9	.	-2.2%
COc1cc(C(=O)OCC(=O)Nc2c(C)n(C)n(-c3ccccc3)c2=O)c([N+](=O)[O-])cc1OC	8.3%	.	0.9%	.	9.7	4.7%	27.2	-6.9	.	4.1%
Cc1ccc(O)c(-c2cc(C(=O)Nc3ccc(S(=O)(=O)Nc4nc(C)cc(C)n4)cc3)[nH]n2)c1	14.4%	-9.0	?	-0.1%	-5.0	12.3%	-13.1	35.2[activator]	2.3%	2.5%[46.1 µM]
CCOc1ccc(N=C2NN=C(c3cc(C)n(CC4CCCO4)c3C)CS2)cc1 (stereo not drawn)	-0.3%	-0.9	0.7%	3.5%	-9.8	-0.5%	2.4	0.3	?	5.4%
Cc1onc(-c2ccccc2)c1C(=O)Nc1ccc(-c2nnc3n2CCCCC3)cc1	1.0%	-0.1	-0.5%	11.5%	22.8	0.0%	1.2	36.8[activator]	9.5%	-0.3%
COc1cccc(-n2cnc3sc(C)c(C)c3c2=O)c1	-1.7%	0.8	-5.7%	2.6%	3.2	0.6%	3.4	-3.7	-3.5%	1.5%[46.1 µM]
Cc1ccc(C(C)(C)C)c(OCCN2CCCC2)c1	-5.4%	0.5	-3.3%	1.0%	11.2	0.6%	-5.1	-5.8	15.1%	-6.3%[46.1 µM]
Cc1ccc(Nc2cc(-n3nc(C)cc3C)ncn2)cc1	5.3%	2.0	16.3%	-1.5%	-0.2	-19.4%	7.4	-11.1	15.0%	.
COC(CNC(=O)c1ccc2c(c1)ncn2C1CCCCCC1)OC	0.0%	1.7	-2.6%	1.7%	-14.1	-4.4%	8.2	18.5	-3.9%	6.0%
Cn1nc(CC(=O)Nc2ccc3c(c2)OCCO3)c2ccccc2c1=O	-4.7%	-1.4	-23.5%	-6.2%	6.0	-1.6%	-23.1	-1.3	8.0%	1.9%
CCN1CCN(CC(O)COc2ccc(Cl)cc2)CC1 (stereo not drawn)	1.1%	3.4	12.4%	-3.6%	11.1	10.4%	1.6	26.2	-1.0%	-8.6%
O=C(OCCN1CCCCC1)c1ccccc1F	3.3%	1.6	0.4%	1.6%	-18.6	0.4%	-2.7	-0.2	-5.4%	5.4%
O=c1c2cc(NC(=S)NC3CCCC3)ccc2nc2n1CCCCC2	-3.0%	2.0	?	-0.4%	-7.4	-1.1%	15.2	-0.2	2.1%	5.8%
CCCN(Cc1nnc(-c2cccs2)o1)C(=O)CN1C(=O)NC2(CCCCC2)C1=O	13.0%	.	-3.7%	.	-12.2	12.4%	9.4	1.9	.	2.3%
Cc1ccc(C(=O)OCC(=O)N(C)c2c(N)n(Cc3ccccc3)c(=O)[nH]c2=O)s1	6.8%	.	?	.	4.0	-0.5%	-1.9	13.7	.	-0.6%
Cc1cc(C)c2c(N)c(C(=O)N/N=C/c3ccccc3)sc2n1	8.8%	-4.5	?	-0.9%	2.5	-4.6%	5.6	0.9	0.3%	-8.7%
C[C@H](NC(=O)c1cc2cc(Cl)ccc2n1C)C(=O)N1CCC[C@H]1C(=O)O	-19.7%	1.2	-7.3%	.	-1.2	-3.5%	-7.7	0.0	7.8%	-5.7%
O=C(CN1C(=O)NC2(CCCCC2)C1=O)NCc1cccs1	6.6%	1.6	0.5%	.	-3.5	1.2%	32.9	2.6	5.7%	-1.7%[46.1 µM]
S=C1CSc2ccccc2N1	-2.4%	-2.5	-5.5%	-2.5%	13.8	-20.5%	11.3	-6.4	0.3%	.
C=CC[C@@H](Cc1ccc(F)cc1)C(=O)OC[C@H]1CCCN1C(=O)[C@H](CC=C)CC(=O)N(CCO)Cc1ccccc1	4.3%	.	?	.	-4.8	-7.0%	11.8	-3.4	.	7.5%
O=S(=O)(NCCCSc1ccccc1)c1ccccc1F	-10.2%	-5.0	-2.8%	0.7%	-2.2	-4.0%	0.3	1.2	9.3%	-0.7%
Cc1cc(-c2ccc(/C=N/n3cnnc3)o2)c(C)c([N+](=O)[O-])c1	13.8%	-1.8	-1.7%	.	6.6	1.0%	-1.5	-3.3	3.4%	1.3%
COCC(=O)NC1CCN(C(=O)NCc2ccccc2)CC1	.	1.8	17.0%	4.9%	-6.7	0.0%	9.6	-9.4	18.6%	-1.8%
O=C(COC(=O)/C=C/c1cc(Br)ccc1F)Nc1ccc2[nH]c(=O)[nH]c2c1	1.9%	.	-11.2%	.	-1.4	3.9%	-2.6	30.9[activator]	.	0.6%
COc1ccccc1NC(=O)N(CCN(C)C)Cc1cc2cc(C)ccc2[nH]c1=O	2.5%	-0.7	?	-3.2%	16.8	-6.8%	6.2	0.6	2.4%	2.4%
Cn1nnc2cc(C(=O)Nc3ccc(Cl)cc3)ccc21	7.8%	-0.4	?	-0.6%	.	5.5%	-8.4	0.3	-4.5%	2.2%
CCOc1[nH]n(-c2ccccc2)c(=O)c1C=Nc1ccc(F)cc1F	4.9%	0.6	-0.3%	8.8%	-1.4	1.5%	3.2	11.0	-5.9%	-0.3%
CCOC(=O)c1c(NC(=S)Nc2ccc(OCC)cc2)sc2c1CCN(C)C2	-5.1%	-2.9	?	-0.4%	3.0	3.0%	-4.0	-10.6	20.9%	-3.2%
COc1ccc(S(=O)(=O)c2ccc(OC)cc2)cc1	-2.3%	3.7	-0.4%	-2.2%	-15.5	-2.7%	-1.8	11.3	-4.4%	-2.9%
CN(C(=O)c1cccnc1)c1nnc(-c2cnccn2)s1	-1.5%	1.2	2.9%	0.9%	-8.3	0.0%	-7.2	-8.3	-7.3%	-1.5%
O=C(NNC(=O)c1cccnc1)Nc1ccc([N+](=O)[O-])cc1	-7.1%	3.8	-6.0%	-0.4%	-1.4	-13.7%	14.9	12.0	10.5%	-0.3%[46.1 µM]
COc1ccc(N2C(=O)C(Cl)=C(Nc3c(C)n(C)n(-c4ccccc4)c3=O)C2=O)cc1	-2.9%	-4.3	8.3%	-5.2%	0.3	-6.2%	-3.6	-18.6	-14.9%	5.4%
CC1=C2C(=O)OC(c3ccoc3)C2(C)CCC1 (stereo not drawn)	-1.2%	0.2	?	0.2%	3.5	-0.3%	-16.3	1.6	2.4%	1.6%
O=C1N/C(=N/S(=O)(=O)c2ccccc2)S/C1=C/c1cccnc1	-2.7%	12.1	0.0%	-3.5%	-12.8	21.6%	-8.8	4.1	-13.5%	4.5%[46.1 µM]
Cc1ccc(C(=O)COc2ccccc2N2C(=O)c3ccccc3C2=O)cc1	9.4%	-0.3	-0.1%	0.5%	2.3	-3.3%	4.8	-12.1	-1.2%	6.0%[46.1 µM]

Source: PubChem (National Center for Advancing Translational Sciences (NCATS))
